USP1 inh = blocks the human USP1/UAF1 deubiquitinase complex; 0.23% of 390,000 active; recombinant USP1/UAF1, Ub-Rhodamine cleavage fluorescence; O94782; Potency, µM (series often up to 57.1 µM), inactives show top-dose activity change, negative = inhibition, hits mostly inhibitors; AID 743255; further: potency means the concentration at half of the fitted maximal effect; on the % scale 0 is the no-effect control and ±100 the full control effect; nearly all actives have a fitted effect of over 60% in size; inactives centre near -12
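USP1/UAF1 complex (1 nM) preincubated 15 min at room temperature with compound, then Ub-Rho substrate (150 nM final) added. Kinetic fluorescence at 480/540 nm over 6 reads at 60 s intervals; 50 mM HEPES pH 7.8, 0.5 mM EDTA, 0.1 mg/ml BSA, 1 mM TCEP, 0.01% Tween-20.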
TRHR PAM = allosteric enhancers of human TRH receptor | P34981 | TRHR cells, fluo-8 calcium fluorescence, EC20 TRH enhancement | enhancement, % at 2 µM | 0.66% of 360,000 active; in the data active means enhancement above about 30%; further: 0% is about no effect
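TRHR-expressing cells loaded with fluo-8 calcium dye were read kinetically (ex 480/em 530) during compound addition, then stimulated with an EC20 of TRH (10 nM final). Enhancement of the Gq-mediated intracellular calcium response was scored.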
D2 antagonist = antagonizes the human D2 dopamine receptor; HEK293 TREx D2 cells, calcium flux, dopamine EC80; 2% of 340,000 active; P14416; AID 485344; inhibition, % at 10 µM; in the data active means inhibition above about 30%; further: 0% is about no effect
Target sequence (P14416 whole entry, looked up): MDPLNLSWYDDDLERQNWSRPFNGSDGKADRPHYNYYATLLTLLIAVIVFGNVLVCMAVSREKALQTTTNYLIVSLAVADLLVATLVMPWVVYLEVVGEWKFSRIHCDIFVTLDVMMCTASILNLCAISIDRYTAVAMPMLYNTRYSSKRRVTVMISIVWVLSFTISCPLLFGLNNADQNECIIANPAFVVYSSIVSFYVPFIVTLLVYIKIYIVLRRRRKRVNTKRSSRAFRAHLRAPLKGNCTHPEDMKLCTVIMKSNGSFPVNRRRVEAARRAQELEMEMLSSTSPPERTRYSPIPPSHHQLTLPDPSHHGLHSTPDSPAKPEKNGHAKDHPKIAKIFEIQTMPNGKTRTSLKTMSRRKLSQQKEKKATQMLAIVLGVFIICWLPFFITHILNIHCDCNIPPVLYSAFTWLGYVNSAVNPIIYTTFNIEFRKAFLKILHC
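Compounds are added to dye-loaded, induced HEK293 T-REx cells coupled to calcium release via D2; after a 3 min kinetic read an EC80 dopamine stimulus is given and fluorescence is recorded for 3 more min.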
IDH1 R132H inh = blocks human mutant IDH1 R132H enzyme; O75874; AID 602179; Potency, µM (series often up to 76.6 µM), inactives show top-dose activity change, negative = inhibition, hits mostly inhibitors; IDH1-R132H enzyme, NADPH consumption, diaphorase/resazurin fluorescence; 0.093% of 390,000 active; further: potency means the concentration at half of the fitted maximal effect; on the % scale 0 is the no-effect control and ±100 the full control effect; nearly all actives have a fitted effect of over 65% in size
Target sequence (O75874 whole entry R132H, stated change not applied): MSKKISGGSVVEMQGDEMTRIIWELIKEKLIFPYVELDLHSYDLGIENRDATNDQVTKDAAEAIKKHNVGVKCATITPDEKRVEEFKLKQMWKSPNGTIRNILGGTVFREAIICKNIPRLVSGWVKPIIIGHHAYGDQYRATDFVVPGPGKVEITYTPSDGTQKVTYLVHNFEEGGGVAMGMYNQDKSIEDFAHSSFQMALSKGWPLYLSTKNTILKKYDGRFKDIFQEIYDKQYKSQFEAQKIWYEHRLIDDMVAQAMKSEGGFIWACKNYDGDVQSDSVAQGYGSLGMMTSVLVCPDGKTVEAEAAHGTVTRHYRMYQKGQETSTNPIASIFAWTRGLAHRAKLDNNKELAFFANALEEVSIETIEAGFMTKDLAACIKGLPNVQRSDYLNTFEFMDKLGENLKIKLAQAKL
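IDH1-R132H (0.5 ug/mL dispensed) in pH 7.5 Tris buffer was preincubated 30 min with compound, then given a substrate mix of 0.016 mM NADPH and 2 mM alpha-KG for 80 min at room temperature; remaining NADPH was read by diaphorase/resazurin fluorescence.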
TRHR agonist = TRH receptor (human) agonism. P34981. TRHR cells, calcium flux fluo-8, FDSS agonist mode. activation, % at 2 µM. 0.18% of 360,000 active; in the data active means activation above about 30%; further: 0% is about no effect
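TRHR-expressing cells loaded with fluo-8 calcium dye; 23 nL library compound pin-transferred, kinetic FDSS fluorescence (Ex 480/Em 530) recorded about 180 s for agonist-induced calcium release, before a 10 nM TRH EC20 addition for potentiator mode.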
TrxR1 substrate = is turned over as a substrate by rat TrxR1; O89049; AID 588456; 0.01% of 390,000 active; Potency, µM (top dose mostly 114 µM), for inactives: at the top dose activity change, negative = substrate turnover; purified TrxR1 substrate turnover, NADPH consumption readout; further: potency means the concentration at half of the fitted maximal effect; on the % scale 0 is the no-effect control and ±100 the full control effect; nearly all actives have a fitted effect of over 50% in size
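Rat TrxR1, dispensed at 90 nM, was prereduced with 400 uM NADPH (final) for 5 min at ~22 deg C, then incubated with compound 15 min before 400 uM selenite. A first-read NADPH fluorescence drop versus no-compound background flagged substrates.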
TrxR1 inh = blocks rat thioredoxin reductase 1 | Potency, µM (highest dose often 114 µM), for inactives: at the highest dose activity change, negative = inhibition, actives largely listed as inhibitors | O89049 | 1% of 390,000 active | recombinant rTrxR1, NADPH fluorescence consumption, selenite substrate; further: potency means the concentration at half of the fitted maximal effect; on the % scale 0 is the no-effect control and ±100 the full control effect; nearly all actives have a fitted effect of over 65% in size
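Rat TrxR1 (90 nM in the dispensed reagent) was pre-reduced with 400 uM NADPH for 5 min at room temperature, then incubated with compound for 15 min. After 400 uM selenite was added, NADPH fluorescence (Ex 340/Em 450 nm) was followed for 8 min.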
D2 ag = D2 dopamine receptor (human) agonism; P14416; activation, % at 2 µM; HEK293 T-REx D2 cells, calcium flux agonist mode; AID 485358; 0.53% of 340,000 active;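 active means activation over 3 SD above normal in the single-dose calcium agonist read, cut at about 30% in these data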; further: 0% is about no effect
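Calcium-flux readout, 1 cycle/sec over 180 s following compound pin transfer, in inducible HEK293 Trex D2 cells (force-coupled); dopamine controls included. Positive calcium responses during this window marked compounds as potential agonists.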
Pin1 inh = blocks the human prolyl isomerase Pin1; 0.009% of 390,000 active; Potency, µM (highest dose often 115 µM), inactives show at the top dose activity, negative = inhibition, usual class: inhibitors; Q13526; AID 504891; Pin1 FP peptide displacement, HiFluor488, 10 min; active means well fitted inhibition curve with a large enough effect in the polarisation, with a control signal flat, not every such curve was filed as active; inconclusive means small, poorly fitted or top-dose-only effect, or effect the other way, or a change in a side signal; inactive means no such curve, though single readings can be large or run the other way; the % refers to the polarisation; further: potency means the concentration at half of the fitted maximal effect; on the % scale 0 is the no-effect control and ±100 the full control effect
Target sequence (Q13526 whole entry, looked up): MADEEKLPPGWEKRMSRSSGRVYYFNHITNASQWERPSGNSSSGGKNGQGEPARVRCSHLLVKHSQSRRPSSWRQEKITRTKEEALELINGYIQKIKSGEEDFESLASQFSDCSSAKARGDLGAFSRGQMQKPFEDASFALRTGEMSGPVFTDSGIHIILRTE
Numbers without * were called inactive; ? = inconclusive; · = no result given; & = joins results of further samples; ! = not active in a repeat; [ ] = remark or other dose. Unless noted, the call rests on the fitted dose curve; in most records, active means well fitted inhibition curve with a large enough effect; inconclusive means small, poorly fitted or top-dose-only effect; inactive means no such curve, though single readings can be large or run the other way. This is a subset; count on the stated rates, not on these rows.

Order of results: USP1 inh	TRHR PAM	D2 antagonist	IDH1 R132H inh	TRHR agonist	TrxR1 substrate	TrxR1 inh	D2 ag	Pin1 inh
1	CC(C)Cn1nc(NC(=O)C2CCCO2)c2cc3ccccc3nc21 (stereo not given)
    -21%	-3	10	-1%	0.1	9%[57.1 µM]	-3%[57.1 µM]	-0.7	2%
2	Cc1ccc2cc(C)c(N3CCN(c4ccccn4)CC3)nc2c1
    -16%	3	-20	-5%	0.2	0%	28%	-0.1	1%
3	NC(=O)c1ccsc1NC(=O)C1CCCN1S(=O)(=O)c1ccc(Cl)cc1 (stereo not given)
    -8%	0	6	6%	0.7	1%	-7%	0.0	3%
4	CC1CCN(c2c(NCC3CCC(C(=O)NCc4ccccc4Cl)CC3)c(=O)c2=O)CC1 (stereo not given)
    ?	7	22	-11%	1.0	-3%	5%	-2.1	2%
5	Cc1c(C(=O)N2CCOCC2)c(S(=O)(=O)Nc2ccc(C(C)C)cc2)c(C)n1C
    -21%	6	-1	-9%	0.1	8%	26%	-0.2	-6%
6	CCNc1ccc(S(=O)(=O)N(C)C)cc1NCC(=O)Nc1c(F)cccc1F
    -21%	25	8	0%	-1.4	-5%	-11%	-0.5	4%
7	Cc1ccccc1C(=O)Oc1cccc2c(O)cccc12
    -10%	-10	18	6%	0.7	5%[57.1 µM]	8%	0.8	-6%
8	OC(CCc1cccc(Cl)c1)c1cccs1 (stereo not given)
    -21%	0	12	-5%	1.1	0%	27%	1.3	-1%
9	Cc1cccc(NC(=S)NC23CN4CN(CN(C4)C2)C3)c1C
    -8%	-2	-1	-12%	0.2	-6%	11%[57.1 µM]	-0.1	-14%
10	CN(C)C(CNC(=O)c1ccc(S(=O)(=O)Nc2ccccc2F)cc1)c1ccco1 (stereo not given)
    -9%	6	4	-1%	-0.5	-1%	-19%	0.3	?
11	CCC(C)NC(=O)COc1ccc(Br)c(C)c1 (stereo not given)
    -21%	-10	6	0%	-1.3	7%	25%	-1.1	-6%
12	CSc1nc(-c2ccc(C)cc2)[nH]c1S(=O)(=O)c1ccccc1
    -4%	0	-12	7%	-0.6	10%	7%	-0.3	9%
13	CCOC(=O)c1ccc(Nc2nc(C)cc(C)c2C#N)cc1
    -5%	4	9	2%	0.3	6%	6%	-0.1	4%
14	COCCNC(=O)CCCn1c(=O)c2cc(OC)c(OC)cc2n(CC(=O)c2cccc(OC)c2)c1=O
    -4%	-1	-3	4%	-0.1	3%	28%	-0.3	0%
15	COc1ccc2nc(NCCO)[nH]c2c1
    -1%	-2	-2	-1%	0.4	-9%	3%[57.1 µM]	0.3	-1%
16	CC(C)N1CCC(N2CCN(CCCc3ccccc3)CC2CCO)CC1 (stereo not given)
    -3%	4	17	7%	-1.1	-15%[57.1 µM]	29%[57.1 µM]	0.2	3%
17	COC(=O)c1c(S(=O)(=O)NCc2ccccc2)sc(C(=O)O)c1C
    7%	0	6	-13%	1.2	-1%	0%	-0.5	-1%
18	COc1ccccc1NC(=O)C1=C(C)Nc2nc(-c3ccco3)nn2C1c1ccccc1 (stereo not given)
    -21%	6	·	-9%	-0.5	-5%	-25%	·	-10%
19	CCN(C[C@H]1N[C@@](Cc2ccccc2)(C(=O)OC)[C@H]2C(=O)N(Cc3ccccc3)C(=O)[C@@H]12)C(=O)NC(C)C
    -12%	·	·	8%	·	8%	17%	·	-2%
20	CCc1nc(SCC(=O)c2ccccc2)c2ccccc2n1
    -20%	-7	·	7%	0.0	2%[57.1 µM]	10%[57.1 µM]	·	?

Next section; the last 4 above are carried over.
Order of results: USP1 inh	TRHR PAM	D2 antagonist	IDH1 R132H inh	TRHR agonist	TrxR1 substrate	TrxR1 inh	D2 ag	Pin1 inh
17	COC(=O)c1c(S(=O)(=O)NCc2ccccc2)sc(C(=O)O)c1C
    7%	0	6	-13%	1.2	-1%	0%	-0.5	-1%
18	COc1ccccc1NC(=O)C1=C(C)Nc2nc(-c3ccco3)nn2C1c1ccccc1 (stereo not given)
    -21%	6	·	-9%	-0.5	-5%	-25%	·	-10%
19	CCN(C[C@H]1N[C@@](Cc2ccccc2)(C(=O)OC)[C@H]2C(=O)N(Cc3ccccc3)C(=O)[C@@H]12)C(=O)NC(C)C
    -12%	·	·	8%	·	8%	17%	·	-2%
20	CCc1nc(SCC(=O)c2ccccc2)c2ccccc2n1
    -20%	-7	·	7%	0.0	2%[57.1 µM]	10%[57.1 µM]	·	?
21	Cc1ccc(-c2nc(C(F)(F)F)cc(=O)[nH]2)cc1
    -19%	-3	5	-3%	-0.1	7%	20%	0.0	-2%
22	O=C1CN(C(=O)c2cc3ccccc3oc2=O)C(c2ccccc2)c2cc(F)ccc2N1 (stereo not given)
    ?	-4	6	8%	0.2	11%	24%	1.2	2%
23	COC(=O)C1=C(C(=O)OC)[C@@H]2N(C)c3ccc(OC)cc3[C@@]23C[C@@H](C(=O)OC)N(C(=O)COCc2ccccc2)C3=N1
    -25%	·	·	-4%	·	-3%	9%	·	-8%
24	CSCC[C@H](NC(=O)C1CCN(S(=O)(=O)c2ccc(C)cc2)CC1)C(=O)NC1CCS(=O)(=O)C1 (stereo not given in full)
    -1%	27	13	-5%	0.0	-2%	7%	53*	-4%
25	COc1ccc(C2CC(C(F)(F)F)n3nc(C(=O)O)cc3N2)cc1 (stereo not given)
    -16%	-8	0	-1%	0.4	1%	24%	-0.4	-11%
26	CCc1ccc(N2CC(c3nnc(NC(=O)c4ccco4)s3)CC2=O)cc1 (stereo not given)
    12%	-1	·	-13%	-0.2	-12%	6%	-1.2	0%
27	COc1cccc(/C(C)=N/NC(=O)c2cc(-c3cccnc3)nc3ccccc23)c1
    -13%	-2	7	-8%	0.4	-3%	13%	-1.5	8%
28	COc1ccc(C(=O)NNC(=O)COC(=O)c2sccc2C)cc1
    -11%	5	4	-7%	0.3	-3%	12%	1.4	-2%
29	CC(C)c1ccc(Nc2nnc(SC3CCOC3=O)s2)cc1 (stereo not given)
    -1%	1	6	3%	0.8	5%[57.1 µM]	10%[57.1 µM]	0.7	0%
30	CC(C(=O)Nc1ccccc1Br)c1ccc([N+](=O)[O-])cc1 (stereo not given)
    0%	-2	-4	-1%	1.1	-8%	-3%	-0.3	-1%
31	Cc1c(N(C)S(=O)(=O)c2cccc(C(=O)NC(C)C)c2)c(=O)n(-c2ccccc2)n1C
    -6%	0	12	-3%	0.6	2%[57.1 µM]	27%[57.1 µM]	1.3	-6%
32	COC(=O)CSc1nnc(Cc2cc(=O)[nH]c(=O)[nH]2)n1-c1cccc(OC)c1
    -12%	-2	·	3%	0.0	12%	34%	·	?
33	CCc1ccc(N2CCN(C(=O)c3ccc(OC)c(OC)c3)CC2)cc1
    -21%	-9	·	3%	0.1	1%[57.1 µM]	-9%[57.1 µM]	·	0%
34	COc1ccc(N=C2SC(C(=O)Nc3ccc4c(c3)OCO4)CC(=O)N2C)cc1 (stereo not given)
    -22%&-14%	3	-5	4%&2%	0.1	-2%	5%	-0.4	-8%&1%
35	COC(=O)c1cc(Br)c(=O)n(Cc2ccc(OC)c(OC)c2)c1
    2%	-5	-15	6%	0.1	-10%	-5%	2.5	4%
36	COc1cccc(NC(=O)Nc2ccc3nc(C)c(C)nc3c2)c1
    -22%	0	-6	-10%	1.5	-1%	29%	1.1	57%[activator]
37	COC(=O)c1nnn(CC(=O)NC(=O)Nc2ccccc2)c1C(=O)OC
    -2%	-5	-3	-4%	0.4	7%	12%	-0.2	8%
38	COc1cc(C(=O)NCC(=O)N/N=C/c2ccc(-c3ccc([N+](=O)[O-])cc3)o2)cc(OC)c1OC
    -19%	0	-16	-1%	0.1	-3%	-5%	-0.6	?
39	CCCNC(=O)CS(=O)(=O)c1ccccc1
    -15%	1	30	1%	0.2	6%[57.1 µM]	-8%	0.5	-2%
40	Cc1ccc(S(=O)(=O)N(C)C)cc1NC(=O)COC(=O)c1ccc2c(=O)n3c(nc2c1)CCC3
    -17%	2	-27	9%	0.1	1%	-2%	0.4	-2%
41	CCOc1ccccc1NC(=O)Cn1c(=O)n(Cc2nc(C)no2)c(=O)c2ccccc21
    -11%	0	·	-10%	0.4	30%	30%	0.1	-1%
42	O=[N+]([O-])c1ccccc1CNCCCCO
    -24%	7	-3	-27%	0.4	0%	-25%	0.1	-10%
43	O=C1c2ccccc2C(=O)N1CCc1nc2ccccc2c(=O)n1-c1ccccn1
    -17%	-8	-7	1%	-0.1	5%	20%	-1.0	13%
44	CSc1ccc(CN(C)C(=O)CNC(=O)CNS(=O)(=O)c2ccc(C)c(C)c2)cc1
    ?	3	7	-5%	-0.5	7%	13%	0.0	1%
45	O=C(NNc1cc(Cl)ccc1Cl)c1c(F)cccc1Cl
    -16%	4	-7	-1%	-0.3	9%[11.4 µM]	19%[11.4 µM]	-1.2	-1%
46	CCOc1cccc(NC(=O)C2CC(=O)N(C)C(=Nc3ccc(OC)cc3)S2)c1 (stereo not given)
    -21%	-3	·	-2%	0.7	2%[57.1 µM]	27%[57.1 µM]	-0.1	1%
47	O=C(O)c1cc(-c2ccccc2)nc2ccccc12
    -6%	-1&7	40*!	12%	-1.4&-0.1	8%	33%	-1.4&0.9	-17%
48	Cc1cc(C(=O)COC(=O)c2cccc(NS(C)(=O)=O)c2)c(C)n1CC1CCCO1 (stereo not given)
    -17%	·	·	-1%	·	5%	14%	·	5%
49	CCn1cc(/C=C(\NC(=O)c2ccccc2F)C(=O)NCCN2CCOCC2)c2ccccc21
    -24%	-1	-12	-9%	-0.2	3%[57.1 µM]	9%[57.1 µM]	-2.7	31%[activator]
50	Cc1ccc(-n2nnnc2CNC(=O)c2ccc(Br)o2)cc1C
    -22%	-1	2	3%	-0.5	0%	-9%	0.1	0%

Screening data: PubChem, National Center for Advancing Translational Sciences (NCATS)
